SIRT5 block – inhibitors of human sirtuin-5 desuccinylase | AID 652115 | inhibition, % at 15 µM | Q9NXA8 | 330,000 tested, 1.1% active | Purified SirT5, succinyl-peptide AMC, trypsin-coupled fluorescence; in the data active means inhibition above about 15%; inconclusive means no clear call, values can overlap the other calls
Target sequence (Q9NXA8 whole entry, looked up): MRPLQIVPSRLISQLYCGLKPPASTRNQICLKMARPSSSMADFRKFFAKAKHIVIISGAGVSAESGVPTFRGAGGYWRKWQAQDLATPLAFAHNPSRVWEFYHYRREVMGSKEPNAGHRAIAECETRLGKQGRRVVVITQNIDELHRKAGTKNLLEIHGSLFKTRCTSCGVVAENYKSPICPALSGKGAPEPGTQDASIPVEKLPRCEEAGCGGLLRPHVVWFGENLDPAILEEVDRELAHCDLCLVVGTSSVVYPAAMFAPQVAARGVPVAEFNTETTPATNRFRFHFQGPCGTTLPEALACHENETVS
DENV2 CPE – inhibitors of DENV2 cytopathic effect | 350,000 tested, 1.7% active | AID 651640 | CPE inhibition, % at 9.99 µM | DENV2-infected cells, cytopathic effect rescue, plate reader; in the data active means CPE inhibition above about 20%, passing the limit was not always enough; inconclusive means no clear call, values can overlap the other calls; tested in BHK-21 cells;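 further: 0% = median of neutral control wells and 100% = median of positive control wells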
Statin myotox sup – suppressors of simvastatin-induced myotoxicity in C2C12 myotubes; ATP luminescence, 48 h; scaled: DMSO 0, geranylgeraniol control 100; rescue of ATP level, % at 7.49 µM; 330,000 tested, 0.78% active;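 active means mean ATP rescue above about 67%, or every replicate alone reaching that limit, limit read from the data, passing the limit was not always enough; inconclusive means no clear call, values can overlap the other calls; inactive means mean under the limit and some replicate under it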;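 further: myotubes were challenged with 10 µM simvastatin during compound exposure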
S100A4 inh HTS – blocks human S100A4 binding to myosin IIA peptide. inhibition, % at 10.7 µM. P26447. S100A4/TAMRA-MyoIIA peptide fluorescence polarization. 360,000 tested, 0.14% active;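 active means mean inhibition of at least 70% across replicates, with every replicate also reaching that level; inconclusive means mean inhibition reaches 70% but some replicates fall short; inactive means mean inhibition below 70%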
Target sequence (P26447 whole entry, looked up): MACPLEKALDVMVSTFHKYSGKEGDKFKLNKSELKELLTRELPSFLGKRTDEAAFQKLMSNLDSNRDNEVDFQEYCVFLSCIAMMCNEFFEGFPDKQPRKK
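Compound dosing: one dose per compound; test system: human S100A4 monomer with TAMRA-labelled myosin IIA peptide; probe or stimulus: TAMRA-labelled myosin IIA heavy-chain peptide probe, 5 nM; medium: HEPES buffer with Ca2+, pH 7.2; schedule: 5 min incubation before reading; benchmarks: neutral control DMSO, positive control TFP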
ERp5 block – blocks human ERp5 reductase activity on insulin; Q15084; ERp5 insulin aggregation, absorbance 650 nm, 90 min; inhibition, % at 9.99 µM; 350,000 tested, 0.05% active;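 active means mean replicate inhibition above about 25%, with every replicate also reaching it, limit read from the data, passing the limit was not always enough; inconclusive means only one of those two criteria met; inactive means neither criterion met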
PglD DTNB – blocks C. jejuni PglD acetyltransferase activity. purified PglD enzyme, DTNB colorimetric CoA detection. inhibition, % at 12.5 µM. 360,000 tested, 0.098% active; in the data active means inhibition above about 16%, passing the limit was not always enough; inconclusive means no clear call, values can overlap the other calls; further: strong numbers were not always called active
E-selectin induc – induces E-selectin expression in human endothelial cells. P16581. 260,000 tested, 0.37% active. HUVEC E-selectin immunofluorescence imaging; normalized: neutral wells 0, TNF-alpha wells 100. activation, % at 7.58 µM;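 active means mean E-selectin-positive cell signal at least 10% of the positive control, reached in at least 60% of replicates, without over 20% cell loss; inconclusive means no rule given, readout overlaps actives, possibly toxicity-flagged; inactive means the rest, including those meeting only one limit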;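 further: in these data hits start at about 27%; measured in HUVEC primary endothelial cells; signal is the percent of cells scored E-selectin positive by PE staining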
Target sequence (P16581 whole entry, looked up): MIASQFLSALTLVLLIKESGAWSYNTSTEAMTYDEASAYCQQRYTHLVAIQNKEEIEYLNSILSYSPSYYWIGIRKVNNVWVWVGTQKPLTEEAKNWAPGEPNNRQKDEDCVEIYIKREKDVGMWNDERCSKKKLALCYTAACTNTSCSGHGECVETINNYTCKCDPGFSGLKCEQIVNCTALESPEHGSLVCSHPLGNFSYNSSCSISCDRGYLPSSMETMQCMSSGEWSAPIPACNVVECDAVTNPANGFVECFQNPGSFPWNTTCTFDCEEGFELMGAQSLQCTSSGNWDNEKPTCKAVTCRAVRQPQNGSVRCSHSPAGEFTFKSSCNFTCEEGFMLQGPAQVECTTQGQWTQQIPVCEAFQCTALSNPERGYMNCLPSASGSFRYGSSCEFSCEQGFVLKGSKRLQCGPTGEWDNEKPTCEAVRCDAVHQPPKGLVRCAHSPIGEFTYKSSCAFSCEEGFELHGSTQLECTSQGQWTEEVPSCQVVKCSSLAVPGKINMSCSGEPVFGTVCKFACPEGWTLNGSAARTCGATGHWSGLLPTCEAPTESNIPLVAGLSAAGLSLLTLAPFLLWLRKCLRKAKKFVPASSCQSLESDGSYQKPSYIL
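Test system – human umbilical vein endothelial cells (HUVEC), E-selectin induction · Input – 3,000 HUVEC seeded per well · Buffer or medium – EGM-2, gelatin · Compound dosing – single-point compound dose · Detection – immunofluorescence imaging · Measure – percent E-selectin-positive cells · Controls – TNF-alpha high, DMSO low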
* hit, by the source's call; ? = inconclusive; nt = no result given; & = joins results of further samples. Only part of the results is shown (hit frequency here may not be typical).

SMILES	SIRT5 block	DENV2 CPE	Statin myotox sup	S100A4 inh HTS	ERp5 block	PglD DTNB	E-selectin induc
O=S(=O)(c1cccs1)N1CCCCN2[C@H](C1)[C@H](c1ccc(C3=CCCC3)cc1)[C@@H]2CO	2	-8	-16	9	4	-1	-0.7
O=C1C(c2ccccc2)=NCCN1C(c1ccc(F)cc1)c1nc2ccccc2[nH]1 (configuration not stated)	-5	-10	14	0	-11	5	1.4
CC(=O)c1ccc(N2CCN(C(=O)CCC(=O)Nc3ccc4nc(N5CCN(C)CC5)cc(C)c4c3)CC2)cc1	5	7	11	-3	3	-3	nt
CC(C)(C)CC(=O)Nc1nnc(SCC(=O)Nc2ccccc2F)s1	-3	-2	nt	0	7	nt	nt
Cc1ccccc1S(=O)(=O)N1C[C@H](O)COC[C@@H]2O[C@H](CC(=O)NCCc3ccccc3)CC[C@H]21	-4	0	8	7	-1	-3	0.0
COc1cccc(CN(C)C[C@@H]2OCc3cn(nn3)CCCC(=O)N([C@H](C)CO)C[C@H]2C)c1	6	13	-2	3	-2	-1	0.2
CN(C)C(=O)CSc1nnc(Cc2ccccc2)n1CC1CCCO1 (configuration not stated)	-8	2	nt	-19	1	nt	5.7
C[C@H](CO)N1C[C@H](C)[C@H](CN(C)Cc2ccc(C(=O)Nc3ccccc3N)cc2)Oc2ccc(NC(=O)Nc3cccc4ccccc34)cc2CC1=O	6	-9	240*	3	-4	-1	22
O=C(NCc1ccccc1)C(c1ccccc1)N(C(=O)c1csnn1)c1ccc(F)cc1 (configuration not stated)	1	-6	28	-2	5	-1	nt
CC(C)OC(=O)N(C)C[C@H]1OCc2cn(nn2)CCCC(=O)N([C@H](C)CO)C[C@@H]1C	12&-4	4&-7	9&-9	-1&24	-1&-2	3	nt
Cc1c(C(=O)N2CCCC2)oc2c1-c1nn(CC(=O)NCCCOC(C)C)cc1CC2	-2	-6	6	-4	3	nt	-0.1
CCN(Cc1cnn(C)c1)C(=O)c1ccc2nc(Cc3ccccc3F)oc2c1	4	-11	-26	-4	-3	0	nt
Cc1nc(SCCOc2ccccc2F)[nH]c(=O)c1Cc1ccccc1	3	-7	nt	0	-3	nt	nt
COc1cc(Cl)c(NC2=CC(=O)C(=O)c3ccccc32)c(OC)c1	-8	-5	-69	-1	3	-5	0.6
COC(=O)[C@]12C[C@H](CC(=O)NCC3CCCCC3)C(=O)N(CCc3ccc(OC)c(OC)c3)C1=C[C@H](C(C)(C)C)O[C@@H]2C	nt	-12	nt	2	-4	nt	0.0
CC(=O)N(C)C[C@H]1Oc2cc(-c3ccccc3)ccc2S(=O)(=O)N([C@H](C)CO)C[C@H]1C	-2	-9	-13	1	1	2	0.1
Cc1ccc2oc(=O)c(/C=C(\O)c3sc(C)nc3C)nc2c1	6	-9	nt	-3	1	nt	nt
C[C@@H]1CN([C@@H](C)CO)S(=O)(=O)c2ccc(C#C[C@@H](C)O)cc2O[C@H]1CN(C)Cc1ccccn1	0	-2	-18	-6	11	-4	0.3
CCc1cnc(N2[C@@H](C#N)[C@@H](c3ccccc3C3=CCCC3)[C@@H]2CO)s1	-2	20*	nt	43	1	nt	0.0
C[C@@H]1CN([C@H](C)CO)C(=O)c2cccc(NS(C)(=O)=O)c2O[C@H]1CN(C)Cc1ccc2c(c1)OCO2	3	9	-1	13	-3	2	-2.2
O=C(CSc1nnc(COc2cccc3cccnc23)o1)c1ccc(F)cc1	0	-2	-1	4	4	6	nt
CC(=O)CCc1ccc(OCC(O)CNC2CCCc3ccccc32)cc1 (configuration not stated)	5	nt	nt	1	0	nt	nt
COc1cc2ccccc2cc1C(=O)Nc1ccc(Br)cn1	-7	-5	-22	-4	0	-6	nt
Cc1ccc(CNC(=O)CSc2nc3ccsc3c(=O)n2Cc2ccc(C(=O)O)cc2)cc1	2	1	nt	-2	6	nt	nt
O=S(=O)(NN1CCOCC1)c1ccc(Br)s1	4	2	8	-3	6	15	-0.2

Quoted from the entries so far, two compounds:
SMILES	SIRT5 block	DENV2 CPE	Statin myotox sup	S100A4 inh HTS	ERp5 block	PglD DTNB	E-selectin induc
Cc1ccc(CNC(=O)CSc2nc3ccsc3c(=O)n2Cc2ccc(C(=O)O)cc2)cc1	2	1	nt	-2	6	nt	nt
O=S(=O)(NN1CCOCC1)c1ccc(Br)s1	4	2	8	-3	6	15	-0.2

Arranged by molar mass (high to low): part of the list above
SMILES	SIRT5 block	DENV2 CPE	Statin myotox sup	S100A4 inh HTS	ERp5 block	PglD DTNB	E-selectin induc
C[C@H](CO)N1C[C@H](C)[C@H](CN(C)Cc2ccc(C(=O)Nc3ccccc3N)cc2)Oc2ccc(NC(=O)Nc3cccc4ccccc34)cc2CC1=O	6	-9	240*	3	-4	-1	22
COC(=O)[C@]12C[C@H](CC(=O)NCC3CCCCC3)C(=O)N(CCc3ccc(OC)c(OC)c3)C1=C[C@H](C(C)(C)C)O[C@@H]2C	nt	-12	nt	2	-4	nt	0.0
Cc1ccccc1S(=O)(=O)N1C[C@H](O)COC[C@@H]2O[C@H](CC(=O)NCCc3ccccc3)CC[C@H]21	-4	0	8	7	-1	-3	0.0
C[C@@H]1CN([C@@H](C)CO)S(=O)(=O)c2ccc(C#C[C@@H](C)O)cc2O[C@H]1CN(C)Cc1ccccn1	0	-2	-18	-6	11	-4	0.3
Cc1ccc(CNC(=O)CSc2nc3ccsc3c(=O)n2Cc2ccc(C(=O)O)cc2)cc1	2	1	nt	-2	6	nt	nt
COc1cccc(CN(C)C[C@@H]2OCc3cn(nn3)CCCC(=O)N([C@H](C)CO)C[C@H]2C)c1	6	13	-2	3	-2	-1	0.2
O=S(=O)(c1cccs1)N1CCCCN2[C@H](C1)[C@H](c1ccc(C3=CCCC3)cc1)[C@@H]2CO	2	-8	-16	9	4	-1	-0.7
CC(=O)N(C)C[C@H]1Oc2cc(-c3ccccc3)ccc2S(=O)(=O)N([C@H](C)CO)C[C@H]1C	-2	-9	-13	1	1	2	0.1
O=C1C(c2ccccc2)=NCCN1C(c1ccc(F)cc1)c1nc2ccccc2[nH]1 (configuration not stated)	-5	-10	14	0	-11	5	1.4
CC(=O)CCc1ccc(OCC(O)CNC2CCCc3ccccc32)cc1 (configuration not stated)	5	nt	nt	1	0	nt	nt
CCc1cnc(N2[C@@H](C#N)[C@@H](c3ccccc3C3=CCCC3)[C@@H]2CO)s1	-2	20*	nt	43	1	nt	0.0
CN(C)C(=O)CSc1nnc(Cc2ccccc2)n1CC1CCCO1 (configuration not stated)	-8	2	nt	-19	1	nt	5.7
COc1cc(Cl)c(NC2=CC(=O)C(=O)c3ccccc32)c(OC)c1	-8	-5	-69	-1	3	-5	0.6

(next part)
SMILES	SIRT5 block	DENV2 CPE	Statin myotox sup	S100A4 inh HTS	ERp5 block	PglD DTNB	E-selectin induc
CC(=O)c1cccc(N(CC(=O)NC2CCCC2)C(=O)c2ccc(C)s2)c1	1	3	8	-2	5	-2	3.1
COc1cc([N+](=O)[O-])ccc1Nc1nc(C)cc(C)n1	-2	0	-11	1	0	6	10
CCOC(=O)c1cc(NCc2cccs2)ccc1N1CCOCC1	nt	1	4	-4	0	0	1.8
C[C@H](CO)N1C[C@H](C)[C@H](CN(C)Cc2ccccc2)Oc2ccc(NC(=O)Cn3cnnn3)cc2CC1=O	9	9	2	-41	1	1	-0.1
CC(=O)c1ccc(S(=O)(=O)N2CCN(C(C)C(=O)N(C)Cc3ccccc3)CC2)cc1 (configuration not stated)	-3	-6	-18	-2	-3	-1	nt
CCOc1cccc(CNCc2ccncc2)c1	-3	7	3	2	5	-12	nt
CCN1[C@H](C(=O)NC2CCC2)[C@@H](CO)[C@@H]2Cn3c(ccc(-c4ccccc4F)c3=O)[C@@H]21	2	-4	0	2	-6	4	0.1
Cc1ccccc1S(=O)(=O)NCC[C@@H]1CC[C@H](NC(=O)C2CCCC2)[C@H](CO)O1	10	-8	0	0	5	1	-0.1
COc1ccc2c3c([nH]c2c1)[C@@H](CO)N(C(=O)C1CC1)CC31CCN(C)CC1	2	-7	nt	5	-2	nt	-0.3
CO[C@@H]1CN(C)C(=O)c2cc(NC(=O)Cc3ccccc3)ccc2OC[C@H](C)N(C)C[C@@H]1C	0	5	6	3	-6	-2	-0.3
COc1ccc(NC(=O)Nc2cccc3c2O[C@H](CN(C)Cc2ccc(C(=O)Nc4ccccc4N)cc2)[C@@H](C)CN([C@@H](C)CO)C3=O)cc1	-2	-11	nt	-6	8	3	1.3
CCc1nnc(NC(=O)CSc2nnc(CNc3ccc(OC)cc3)n2CC)s1	0	3	nt	-5	-6	nt	0.1
C=CCn1c(O)c(N=NC(=O)c2cccnc2)c2cc(Br)ccc21	9	-3	0	1	-8	1	3.0
O=C(CSc1nccc(=O)[nH]1)NCc1ccc(Cl)cc1	1	0	nt	0	6	nt	1.3
O=C(N/N=C/c1cc(Br)cs1)C(O)c1ccccc1 (configuration not stated)	-2	?	0	1	2	2	nt
O=S(=O)(c1ccccc1F)N1CCc2ccccc2C1	1	-3	22	2	0	7	-0.1
CC(C)OCCCNc1nc(-c2ccccc2)nc2ccccc12	-1	0	-64	0	3	4	0.5
COc1cc(/C=N/Nc2cccc(C)c2)cc(Br)c1O	-1	0	nt	2	-1	nt	-2.8
c1ccc2c(c1)CN1C(=N2)COc2ccccc2C1c1nc2ccccc2[nH]1 (configuration not stated)	nt	-5	nt	7	-1	nt	0.0
C[C@@H]1CN([C@H](C)CO)C(=O)c2cc(/C=C/c3ccccc3)cnc2O[C@@H]1CN(C)C(=O)CN1CCOCC1	-18	-4	18	2	1	1	-0.2
Cc1cc([N+](=O)[O-])nn1CC(=O)c1ccccc1	-3	-2	-7	-14	0	0	1.2
CCOc1ccc(NC(=O)C2CCCN(S(=O)(=O)c3ccc(-n4cnnn4)cc3)C2)cc1 (configuration not stated)	3	1	-25	0	0	4	nt
Nc1ncnc(N)c1NC(=O)c1ccccc1	nt	?	nt	-3	3	nt	0.1
CC(=O)N1[C@@H]2Cn3c(ccc(-c4cccnc4)c3=O)[C@H]1[C@@H](C(=O)NC1Cc3ccccc3C1)[C@@H]2CO	-34	-6	4	9	0	-3	-0.1
CCOC(=O)C1CCN(C(=O)Cn2cnc3sc(C)c(S(=O)(=O)N4CCOCC4)c3c2=O)CC1	-2	3	-3	-7	5	-2	nt

(continued)
SMILES	SIRT5 block	DENV2 CPE	Statin myotox sup	S100A4 inh HTS	ERp5 block	PglD DTNB	E-selectin induc
CO[C@H]1CN(C)C(=O)c2ccc(NS(C)(=O)=O)cc2OC[C@@H](C)N(C(=O)C2CCCCC2)C[C@H]1C	-1	1	7	-1	1	-1	2.1
Cc1ccc(OCC(=O)N2CCCCC2C)c([N+](=O)[O-])n1 (configuration not stated)	1	-8	2	-1	-4	-6	nt
CNC(=O)C1(C)Cc2c(-c3ccc(NC(C)=O)cc3)ccnc2O1 (configuration not stated)	nt	-1	4	6	-3	-1	-0.3
COc1ccc2[nH]c(=O)c(CNc3ccc(C)cc3C)cc2c1	-3	2	nt	-2	1	nt	-0.4
CCOC1=NN(c2ncc(C(F)(F)F)cc2Cl)C(=O)C1	nt	-1	nt	-1	-1	nt	nt
CO[C@@H]1CN(C)C(=O)c2cc(NC(C)=O)ccc2OC[C@H](C)N(C(=O)c2ccncc2)C[C@@H]1C	2	-4	2	-1	1	2	-0.1
COc1ccc(N(CC(=O)NC2CC2)S(=O)(=O)c2ccccc2)cc1	-1	3	8	-2	1	-2	nt
COc1cc(CC(=O)N2CCN(S(=O)(=O)c3ccc(C(C)C)cc3)CC2)cc(OC)c1OC	nt	1	-13	0	1	-5	0.1
